p47phox inh: inhibitors of human p47phox binding. 0.53% of 220,000 active. p47phox/p22phox peptide binding, fluorescence polarization, 2 h. AID 1274. P14598. inhibition, % at 24.7 µM;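 active = inhibition above about 30%, limit read from the data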;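 note: 0% = p47phox with labelled peptide and 100% = labelled peptide alone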
CHOP inh: blocks CHOP induction under ER stress; AID 2732; 3.8% of 220,000 active; CHO-K1 CHOP-promoter luciferase, tunicamycin-induced, 15-18 h; inhibition, % at 10 µM;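 active = compounds that reduced the stress-induced luciferase reporter signal by more than about 70% of percent inhibition, limit read from the data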;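 note: 0% = tunicamycin plus vehicle and 100% = wells without tunicamycin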
TRPML3 ag: human mucolipin-3 channel agonism. Q8TDD5. HEK293 TRPML3-YFP, Fluo-8 calcium fluorescence; 100% = the carbachol control signal. activation, % at 3 µM. 0.29% of 220,000 active;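 active = activation above its plate's cutoff, the mean activation of the plate's test wells plus 3 SD, cut at about 12% in these data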;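 note: 0% = DMSO only wells and 100% = carbachol wells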
Target sequence (Q8TDD5 whole entry, looked up): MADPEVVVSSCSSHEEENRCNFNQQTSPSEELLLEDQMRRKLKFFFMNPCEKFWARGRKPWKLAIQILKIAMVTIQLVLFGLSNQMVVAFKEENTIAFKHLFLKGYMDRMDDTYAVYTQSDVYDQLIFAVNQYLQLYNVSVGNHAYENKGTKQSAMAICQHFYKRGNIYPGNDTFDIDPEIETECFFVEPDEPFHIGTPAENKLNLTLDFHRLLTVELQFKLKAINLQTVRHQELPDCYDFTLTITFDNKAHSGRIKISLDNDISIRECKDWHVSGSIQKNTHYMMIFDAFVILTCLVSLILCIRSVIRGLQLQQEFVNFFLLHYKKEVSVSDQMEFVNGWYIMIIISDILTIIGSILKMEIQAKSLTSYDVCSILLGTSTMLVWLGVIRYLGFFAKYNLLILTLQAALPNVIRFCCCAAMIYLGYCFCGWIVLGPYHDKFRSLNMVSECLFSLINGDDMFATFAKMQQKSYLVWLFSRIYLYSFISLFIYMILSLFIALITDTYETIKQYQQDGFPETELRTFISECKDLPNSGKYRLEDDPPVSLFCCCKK
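Material: HEK293 cells stably carrying human TRPML3-YFP; compound dosing: single dose, 3 µM final nominal compound, 0.3% DMSO final; incubation: 1-h 37 °C dye load, 5-s basal, 120-s post-compound reads; technique: Fluo-8 intracellular calcium fluorescence, excitation 470-495 nm, emission 515-575 nm; read-out basis: percent activation from peak-to-basal fluorescence ratio, scaled between DMSO and carbachol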
MDM2 E3 inh: inhibitors of human Mdm2 E3 ubiquitin ligase. Q00987. cell-based MDM2 ubiquitination luciferase reporter, 2 h; 0 = plate control, 100 = twice control, blank-subtracted. signal enhancement, % at 5 µM. 0.11% of 210,000 active. AID 1230;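 active = signal enhancement of 30% or more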;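 note: luminescence tracks abundance of the self-degrading MDM2-luciferase fusion protein; higher signal means inhibition of MDM2 E3 ligase activity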
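Buffer or medium: Cells held in DMEM | Assay system: Stable mammalian line carrying autodegrading MDM2–luciferase fusion reporter | Quantity: 2000 cells/well | Times: 4 h settle plus 2 h compound, 37 °C | Doses: One concentration, 5 µM, with 0.2% DMSO | Technique: Luminescence with SteadyLite reagent, 15 min at room temperature | Benchmarks: Plate controls and plate blanks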
EBV gp42 block: EBV gp42 inhibition; Q1HVG2; Fluorescence polarization binding assay, mP read-out; inhibition, % (tested at 21.74 µM); 0.42% of 220,000 active; AID 1085; in the data active = inhibition above about 50%
Target sequence (Q1HVG2 whole entry, looked up): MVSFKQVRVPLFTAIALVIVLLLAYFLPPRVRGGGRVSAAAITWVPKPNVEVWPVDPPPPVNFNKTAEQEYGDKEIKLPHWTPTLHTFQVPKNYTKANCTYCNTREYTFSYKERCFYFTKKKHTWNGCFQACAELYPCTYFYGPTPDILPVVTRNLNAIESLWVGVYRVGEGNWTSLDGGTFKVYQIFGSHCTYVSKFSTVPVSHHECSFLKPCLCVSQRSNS
Runt-SMMHC FRET: Runt domain-CBFb-SMMHC interaction inhibition. Q01196+Q13951. 0.74% of 220,000 active. AID 1434. Cerulean-Runt/Venus-CBFb-SMMHC FRET ratio 530/480, 1 h. inhibition, % at 20 µM;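 active = mean inhibition across duplicate retests at 20 µM reaching about 50%, limit read from the data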;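 note: 0% = DMSO wells and 100% = wells with excess untagged CBFb-SMMHC; inhibitors lower the FRET ratio by blocking Runt binding to CBFb-SMMHC; some results filed as inactive read as strong as hits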
zfTRPN1 agonist: zebrafish TRPN1 (NompC) channel agonism; activation, % at 3 µM; HEK293 zebrafish TRPN1-YFP, Fluo-8 calcium fluorescence; 100% = response to 87 µM carbachol; AID 1424; 0.18% of 220,000 active;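 active = activation above its plate's cutoff, the mean activation of test wells on that plate plus 3 SD, cut at about 19% in these data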;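 note: 0% = DMSO alone and 100% = 87 µM carbachol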
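Control set: carbachol 87 µM as high control, DMSO as low control; system: HEK293 stable line with zebrafish TRPN1-YFP; read-out: % activation versus carbachol response; detection: intracellular calcium fluorescence with Fluo-8; doses: single test compound dose, 3 µM nominal, 0.3% DMSO; schedule: dye 1 h 37 °C plus 30 min RT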
TNF death inh: TNF-alpha cell death inhibition in Jurkat FADD-/- cells | activation (protection from cell death), % at 10 µM | 0.068% of 220,000 active | Jurkat FADD-/- TNF necroptosis rescue, ATP luminescence, 24 h; 0 = TNF only, 100 = no-TNF cells;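 active = activation, meaning protection from cell death, of at least 50% relative to plate controls; inactive = activation below 50%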;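 note: necroptosis triggered by 40 ng/mL TNF-alpha added together with compound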
PPC-1+TRAIL kill: PPC-1 cancer cell killing with TRAIL present; PPC-1 cells + TRAIL, ATPLite viability luminescence; cell killing (% activity), % at 4 µM; 0.41% of 220,000 active; AID 1443;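 active = cell killing above 50% in the first pass at 4 µM, then a duplicate retest at 5 µM averaging 50% or more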;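 note: plate controls were cells with TRAIL plus DMSO for no effect and medium-only wells lacking cells for full effect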
An asterisk follows results filed as active; . = not tested or not shown.

SMILES	p47phox inh	CHOP inh	TRPML3 ag	MDM2 E3 inh	EBV gp42 block	Runt-SMMHC FRET	zfTRPN1 agonist	TNF death inh	PPC-1+TRAIL kill
Cc1ccccc1/C=N/NC(=O)CSc1nc2ccccc2o1	-8.9	-34.0	0.9	17.1	-2.9	0.4	0.0	2.5	-5.1
Cc1ccc(Sc2c(C=O)c3ccccc3n2C)cc1	-1.3	38.3	-0.2	-37.3	-16.6	1.4	-1.6	-11.4	5.3
Cc1noc(C)c1S(=O)(=O)N(C)Cc1ccccc1	-6.2	52.4	0.2	-5.6	2.8	-3.4	-0.6	2.2	17.3
CCOC(=O)c1cc(C)nc(S(C)(=O)=O)c1C#N	-9.4	-90.6	1.1	-11.0	-7.0	-0.7	1.4	-13.0	19.4
O=C(O)Cc1nc(-c2cccnc2)sc1-c1ccc(Br)cc1	-21.1	3.2	0.0	-11.6	-10.0	-0.3	-0.2	0.9	-4.1
CCOc1cc(CNCCc2ccc(S(N)(=O)=O)cc2)cc(Cl)c1OCc1ccccc1	78.8*	70.3*	1.5	-6.9	4.6	1.5	4.3	-12.7	10.6
CCOC(=O)CNC(=O)CN1C(=O)CCSc2ccccc21	-12.8	-14.2	0.9	-5.3	-13.0	0.3	0.8	0.7	11.6
COc1ccc2cc3cc(C(=O)Nc4ccccc4N4CCN(C)CC4)oc3nc2c1	-9.1	86.0*	0.7	-20.4	-6.9	5.0	1.4	-24.1	34.1
O=C(c1cc(COc2ccc(F)cc2Cl)on1)N1CCCC(OCc2cccnc2)C1 (centres undefined)	-1.7	17.8	0.4	-9.4	-2.8	4.0	2.3	0.1	0.9
Cc1nn(-c2ccccc2)cc1/C=N/O	-2.4	-31.8	0.3	-16.2	2.2	2.0	0.4	-2.5	-17.9
O=C(Oc1ccccc1)c1ccc(NC(=O)c2ccco2)cc1	-13.2	-35.5	1.5	-5.4	-9.4	5.8	2.2	-0.1	19.1
CC(C)[C@@H](CO)NC(=O)c1ccc2c3n(nc2c1)-c1ccc(Cl)cc1CO3	-8.1	-15.7	.	22.9	-9.8	2.5	.	2.3	11.4
CCc1nnc(NC(=O)CCC(=O)NCc2ccccc2OC)s1	2.3	-3.7	-0.6	17.1	-11.2	-5.9	-0.9	-1.7	7.1
Cc1cc2cc(CN(Cc3cccs3)Cc3nnnn3CC3CCCO3)c(=O)[nH]c2cc1C (centres undefined)	-11.6	20.8	0.0	-17.2	-9.0	0.7	0.4	-6.1	14.4
CCCc1nnc(SCC(=O)N2CCCCC2C)n1CC (centres undefined)	-2.9	6.2	0.4	-18.2	-13.7	-1.4	1.9	-0.8	23.8
Cc1ccc(C(OCCN(C)C)c2cccc(C(F)(F)F)c2)cc1 (centres undefined)	-4.9	31.2	0.1	1.8	-5.7	-1.0	0.7	4.5	7.7
COC(=O)C(C)(C(=O)OC)c1ccc(C(F)(F)F)cc1[N+](=O)[O-]	-14.6	21.8	0.7	-9.6	-12.3	-1.3	0.1	-0.1	0.4
COCCNC(=O)NC(=O)COC(=O)c1cccn1C	5.8	-8.3	0.2	2.3	-19.9	-4.7	-1.0	1.8	-5.8
Cc1ccc(N(C(=O)c2csnn2)C(C(=O)NC(C)(C)C)c2ccncc2)cc1 (centres undefined)	2.1	4.2	0.4	-7.8	-11.2	-4.7	-0.2	-2.1	13.0
O=c1c2cc(N3CCOCC3)ccc2[nH]c(=S)n1Cc1ccco1	-2.8	-58.2	.	-0.3	-7.8	10.9	.	.	8.7
O=[N+]([O-])c1cccc(/C=N/NS(=O)(=O)c2ccccc2)c1	-1.9	28.0	1.0	-15.8	-2.3	-3.3	1.4	1.2	13.1
COc1ccc(S(=O)(=O)N(Cc2ccccc2)Cc2nc(-c3ccccc3)no2)cc1	-18.6	21.1	0.1	-13.6	-22.3	-4.4	-0.1	1.3	24.6
O=C(N/N=C/c1c[nH]c2ccccc12)c1sc2ccccc2c1Cl	-9.8	-4.9	-0.3	-1.5	-19.8	-12.1	0.4	-2.3	9.7
Cc1ncsc1C(=O)Nc1nc2c(s1)CC(C)CC2 (centres undefined)	-6.1	27.0	0.7	-8.3	1.8	-1.4	-2.0	-6.5	39.6
NNC(=S)NC1CC2CC1C1C=CCC21 (centres undefined)	-4.8	-21.0	0.6	0.6	-6.0	0.3	-0.1	2.3	23.4
CN(C)C(=O)CCC(=O)N1CCCC(C(=O)c2ccc3c4c(cccc24)CC3)C1 (centres undefined)	-8.6	18.4	1.6	6.4	2.4	4.3	1.9	-0.2	-1.9
CSc1ccc(/C=N/NC(=O)CNc2cccc3ccccc23)cc1	-3.2	93.7*	0.9	-17.6	-1.7	2.2	2.9	-0.5	30.1
COc1ccc(/C=C/c2nc3cc(-c4ccccc4)ccc3o2)cc1O	0.3	42.8	-0.3	2.0	3.5	7.9	1.1	-6.3	18.2
Cc1ccc(-n2c(SCC(=O)N/N=C/c3ccc(C)s3)nnc2-c2ccccc2)cc1	-17.2	27.9	-0.1	-11.8	17.6	2.2	-0.9	1.4	5.6
CC(=O)NC(=S)Nc1cc(C(F)(F)F)ccc1N1CCOCC1	-8.2	23.8	0.9	12.8	3.3	-0.4	0.9	1.6	14.7

Marked active in p47phox inh (from the list above):
SMILES	p47phox inh	CHOP inh	TRPML3 ag	MDM2 E3 inh	EBV gp42 block	Runt-SMMHC FRET
CCOc1cc(CNCCc2ccc(S(N)(=O)=O)cc2)cc(Cl)c1OCc1ccccc1	78.8*	70.3*	1.5	-6.9	4.6	1.5

(listing goes on)
SMILES	p47phox inh	CHOP inh	TRPML3 ag	MDM2 E3 inh	EBV gp42 block	Runt-SMMHC FRET	zfTRPN1 agonist	TNF death inh	PPC-1+TRAIL kill
CN(C1=C(N2CCOCC2)C(=O)c2ccccc2C1=O)c1ccccc1	-8.4	47.0	-1.3	-22.3	-7.3	2.3	-3.8	-2.6	-3.2
CCC(=O)Oc1ccc(NC(=O)c2ccco2)cc1	1.4	17.9	0.6	-6.3	5.0	-1.6	0.5	-1.8	12.8
OCC1(Cc2cccc(Cl)c2)CCCN(Cc2cnn(-c3ccccc3)c2)C1 (centres undefined)	-15.9	23.9	1.0	-3.0	-7.4	-1.8	0.3	2.9	9.2
Cc1cc(C(=O)Nc2ccc3c(c2)CCC3)c2ccccc2n1	-22.7	26.2	0.1	-8.3	-37.8	2.0	-0.7	0.4	20.3
O=C(NCC1CCCN(C(=O)c2cscn2)C1)c1ccc(-c2ccccc2)cc1 (centres undefined)	-3.5	-2.7	0.7	-8.3	-1.5	0.2	1.8	-0.7	9.9
Cc1ccccc1OCc1nc2c3cnn(C)c3ncn2n1	-4.3	30.8	0.4	-24.5	-8.5	-4.9	0.4	-1.5	8.6
CC(C)C1Nc2ccc(C(=O)O)cc2C2C=CCC21 (centres undefined)	-9.2	0.4	1.2	5.1	-5.5	-16.0	1.9	0.1	26.3
CC/C(C)=N/Nc1cccc([N+](=O)[O-])c1	-9.1	-12.5	0.2	-15.0	-25.9	-3.9	0.6	-0.8	19.6
O=C(O)/C(=C1\OC(=O)c2ccccc21)c1ccccc1	7.0	-7.2	0.6	9.5	-3.2	-1.6	1.6	-1.1	9.3
COc1ccc2c(Cl)c(C(=O)NC3CCS(=O)(=O)C3)sc2c1 (centres undefined)	-13.8	4.8	0.6	-12.7	-7.8	-0.9	1.1	0.5	1.2
CSc1nnc(-c2ccccc2Cl)n1N	-4.8	-17.9	1.2	-14.2	-16.1	-10.3	-0.7	-1.2	10.2
CC(O)CCC(=O)NNC1=CC(=O)CC(C)(C)C1 (centres undefined)	-4.8	-4.3	1.7	-4.2	-11.7	2.1	0.5	-1.3	20.6
COc1cc(C2Nc3cccc4cccc(c34)N2)ccc1OC(C)=O	-11.9	26.4	0.3	-20.8	-8.7	-145.8	0.7	-9.2	6.7
CC1(C)COCN1C(=O)c1ccc(Cl)c(Cl)c1	-13.2	-0.6	0.8	-7.7	-6.4	0.6	-0.2	0.4	18.2
N/C(=N\c1nc2c(c(=O)[nH]1)CCCC2)Nc1ccc(Oc2ccccc2)cc1	-18.7	-1.3	0.9	.	-7.7	4.3	-0.2	-2.1	-3.6

Some values from the results shown:
In CHOP inh, `Cc1ccccc1OCc1nc2c3cnn(C)c3ncn2n1` reads 30.8
In CHOP inh, `COc1ccc2cc3cc(C(=O)Nc4ccccc4N4CCN(C)CC4)oc3nc2c1` reads 86.0*
In CHOP inh, `N/C(=N\c1nc2c(c(=O)[nH]1)CCCC2)Nc1ccc(Oc2ccccc2)cc1` reads -1.3

Other entries.
SMILES	p47phox inh	CHOP inh	TRPML3 ag	MDM2 E3 inh	EBV gp42 block	Runt-SMMHC FRET	zfTRPN1 agonist	TNF death inh	PPC-1+TRAIL kill
NC(=O)c1c(NC(=O)c2ccco2)sc2c1CCC2	-13.2	-21.7	0.2	-15.4	-20.0	-0.7	-1.1	0.7	14.0
O=C1CC(C(=O)Nc2ccc(F)cc2)n2cnnc2N1 (centres undefined)	-14.0	-14.6	4.4	2.8	-7.3	-0.8	0.7	-1.9	18.3
O=C(Nc1nc2ccc([N+](=O)[O-])cc2s1)c1ccc(S(=O)(=O)N2CCCc3ccccc32)cc1	-25.6	80.6*	-0.3	-15.8	-43.9	-28.1	0.5	-9.2	23.3
Cc1ccc(-c2csc(NC(=O)CCCc3cccs3)n2)cc1	-14.3	-16.7	1.1	-9.4	-4.7	4.9	0.1	0.7	-0.9
CCC1CCCCN1CCCNC(=O)CC1Oc2ccc(C)cc2NC1=O (centres undefined)	-4.9	18.6	0.5	-15.6	-12.2	0.5	0.4	0.8	11.9
Cc1cc(C(=O)N(NC(=O)C(C)C)c2ccccc2)cs1	.	8.7	0.5	-9.6	-5.2	-1.8	0.1	0.0	6.9
Cc1cc(C)nc(OC(=O)c2c(Cl)cc(Cl)cc2Cl)n1	2.5	48.8	-0.2	-53.8	-9.6	1.3	-2.0	-1.4	35.3
Cc1ccc(NS(=O)(=O)c2cccc(C(=O)N/N=C/c3c(C)nn(-c4ccccc4)c3N3CCCC3)c2)c(C)c1	-20.4	15.8	0.1	-6.9	-4.1	-9.4	-1.4	1.9	4.7
Cc1cc(Br)ccc1NC(=O)C(C)c1ccc([N+](=O)[O-])cc1 (centres undefined)	-6.7	54.3	0.9	-4.8	-5.7	0.6	-0.9	1.4	12.5
Cc1cc(C(=O)Nc2ccc(N3CCCCC3)cc2)no1	-13.6	-18.7	0.7	-58.4	-1.2	2.6	1.3	5.2	16.9
Cc1ccc(-c2nc(CN3CCCCC3c3cccc(F)c3)c(C)o2)o1 (centres undefined)	-36.1	26.6	-0.1	-3.8	-14.4	-5.1	0.4	-0.1	4.8
CCOc1ccc(-n2c(SCC(=O)NC(C)CC)nc3n[nH]c(C)c3c2=N)cc1 (centres undefined)	0.5	53.8	-1.7	3.3	-1.6	-4.1	-2.5	-2.7	18.7

Screening results deposited in PubChem by several laboratories.
